Screens as filed in PubChem BioAssay.
HT1080-NT tox = qHTS for induction of synthetic lethality in tumor cells producing 2HG: qHTS for the HT-1080-NT fibrosarcoma cell line; HT-1080-NT fibrosarcoma viability, CellTiter-Glo ATP luminescence, 48 h; Potency, µM (titrated, usually from 46.1 µM), for the others: at the highest dose activity, negative = less viability, usual class: cytotoxic; hit rate 1.6% among 360,000; AID 686970, 2013;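 also: NT is the 2HG producing partner of a matched IDH1 knockdown line; potency is read from the fitted curve at half-maximal effect; 0% = DMSO-treated cells and -100% = media-only wells without cells; nearly all actives have a fitted effect of over 55% in size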
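Luminescent CellTiter-Glo readout after 48 hours of compound exposure at 37 degrees C defined viability of HT-1080-NT cells. Activity was normalized to DMSO wells and cell-free media wells; concentration-response curves were fitted and assigned curve classes.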
KB-3-1 tox = qHTS assay for MDR1-selective chemotherapeutics: Primary screen using the parental adenocarcinoma cell KB-3-1; KB-3-1 viability, CellTiter-Glo ATP luminescence, 72 h; Potency, µM (top dose mostly 46.1 µM), inactives show at the highest dose activity change, negative = cytotoxic, actives largely listed as cytotoxic; hit rate 1.4% among 400,000; AID 1347075, 2019; also: potency is read from the fitted curve at half-maximal effect; % is scaled to controls: 0 for no effect and ±100 for the full control effect; nearly all actives have a fitted effect of over 60% in size
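Luminescent ATP read-out (CellTiter-Glo) measures survival of drug-naive KB-3-1 cells after 72 h compound exposure at 37 °C. Titration series was screened from lowest to highest concentration, with DMSO vehicle plates as background controls.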
SW480 rerep = A quantitative high throughput screen for small molecules that induce DNA re-replication in SW480 colon adenocarcinoma cells; SW480 DNA re-replication, Hoechst DNA content imaging, 48 h; Potency, µM (doses to about 46.1 µM), inactives show at the highest dose re-replication activation, hits mostly activators; hit rate 1.8% among 340,000; AID 624297, 2012; also: potency is read from the fitted curve at half-maximal effect; % of control where 0% means no effect; nearly all actives have a fitted effect of over 55% in size
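DNA re-replication was detected as more nuclei of elevated Hoechst intensity after 48 hr exposure to compound (23 nL pinned per well of 250 cells).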
HT1080 IDH1KD tx = qHTS for induction of synthetic lethality in tumor cells producing 2HG: qHTS for the HT-1080-IDH1KD cell line; HT-1080 IDH1 knockdown viability, ATP luminescence, 48 h; Potency, µM (doses to about 46.1 µM), for inactives: top-dose activity, negative = toxicity, usual class: cytotoxic; hit rate 2% among 360,000;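 also: potency is read from the fitted curve at half-maximal effect; 0% = DMSO wells and -100% = cell-free medium wells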
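After a 2 h attachment period, IDH1KD HT-1080 cells took pin-transferred compound for 48 h at 37 °C; ATP-based luminescence after 10 min room-temperature reagent incubation reported viability.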
ATXN2 expr inh = Primary qHTS for Inhibitors of ATXN expression. HEK-293 ATXN2-luciferase reporter, luminescence, 24 h. Potency, µM (highest dose often 57 µM), for the others: at the top dose activity change, negative = inhibition, most hits filed as inhibitors. hit rate 0.72% among 360,000; also: potency is read from the fitted curve at half-maximal effect; % is scaled to controls: 0 for no effect and ±100 for the full control effect; nearly all actives have a fitted effect of over 55% in size
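qHTS (up to 57 uM final) was run with 24 h compound exposure of reporter cells at 37 °C. Each well was multiplexed: SteadyGlo luminescence measured ATXN2-luciferase expression after a fluorogenic Gly-Phe-AFC viability readout (25 uM final).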
IL1B secr inh = qHTS for Inhibitors of Inflammasome Signaling: IL-1-beta AlphaLISA Primary Screen; hit rate 4.7% among 360,000; activity change, % at 57.5 µM; AID 743279, 2014; THP-1 LPS/ATP IL-1B secretion, AlphaLISA, 16 h; active compounds read low; in the data active = activity change below about -50%; inconclusive = mostly about -30% to -49%; also: % is scaled to controls: 0 for no effect and ±100 for the full control effect
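THP-1 cells pretreated 1 hr with compounds (up to 57.5 uM final), then stimulated with LPS (250 ng/mL final) plus ATP (1.25 mM final); secreted IL-1B measured by AlphaLISA after 16 hr, decreased signal indicating inhibition.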
MCF10A rerep = A quantitative high throughput screen for small molecules that induce DNA re-replication in MCF 10a normal breast cells; MCF 10A DNA re-replication, Hoechst nuclear intensity, 48 h; Potency, µM (doses to about 46.1 µM), for the others: top-dose activity, positive = re-replication, actives largely listed as activators; hit rate 2.9% among 350,000; also: potency is read from the fitted curve at half-maximal effect; % of control where 0% means no effect; nearly all actives have a fitted effect of over 50% in size
S2 tox = Viability Counterscreen for Primary qHTS for Inhibitors of ATXN expression. S2 cells (HEK-293 line with an ATXN2-luciferase reporter) viability, CellTiter-Fluor protease fluorescence, 24 h. Potency, µM (top dose mostly 56.7 µM), usual class: cytotoxic. hit rate 0.49% among 400,000; also: potency is read from the fitted curve at half-maximal effect; nearly all actives have a fitted effect of over 40% in size
KB-V1 MDR tox = qHTS assay for MDR1-selective chemotherapeutics: Primary screen using the drug-selected MDR subline cells KB-V1 | KB-V1 MDR cells viability, CellTiter-Glo, 72 h | Potency, µM (highest dose often 46.1 µM), for inactives: at the top dose activity change, negative = cytotoxicity, usual class: cytotoxic | hit rate 3.4% among 400,000; also: potency is read from the fitted curve at half-maximal effect; % is scaled to controls: 0 for no effect and ±100 for the full control effect; nearly all actives have a fitted effect of over 60% in size
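Following 72 h at 37 degrees C with compound, KB-V1 cell viability was read by CellTiter-Glo luminescence, medium being phenol-red-free DMEM plus 10% FBS; concentration-response parameters came from normalized, curve-fitted qHTS data.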
* = called active by the depositor; i = inactive; u = inconclusive; x = not tested or not shown; [ ] = dose if it differs, or a comment. Unless noted, calls follow the shape of the dose curve; as a rule, active = well fitted curve in the direction sought with a large enough effect; inconclusive = small, poorly fitted or top-dose-only effect, or another doubt; inactive = no such curve, though single readings can be large; an effect the other way counts as inactive or inconclusive. Hits appear at their usual frequency, and some 11% of all compounds hit somewhere here.

SMILES	HT1080-NT tox	KB-3-1 tox	SW480 rerep	HT1080 IDH1KD tx	ATXN2 expr inh	IL1B secr inh	MCF10A rerep	S2 tox	KB-V1 MDR tox
COC(=O)CCC(=O)OC1(C)C(=O)C2=CN(Cc3ccccc3)C(c3ccc(OC)cc3)=CC2=C(Br)C1=O (stereo not given)	2%	13%	-2%	0%	5%	3	0%	i	16%
CCOC(=O)c1ccc(NC(=O)CCc2c(C)nc3c(c(C)nn3C(C)(C)C)c2C)cc1	x	-12%	x	x	u	x	x	i	u
COc1ccc(NC(=O)CCCn2c(=O)c3sccc3n(Cc3ccc(C)cc3)c2=O)cc1	-12%	-13%	-2%	-21%	-23%	-1	u	i	-30%
Cc1cn([C@H](C(=O)NCCCCCCCCCCC(=O)N2CCNCC2)[C@@H](C)O)nn1	4%	-22%	19%	u	-20%	-12	u	i	-21%
COc1ccc([C@H]2N[C@]3(CCCN(Cc4ccco4)C3=O)[C@H]3C(=O)N(C)C(=O)[C@@H]23)cc1	-4%	-2%	x	-1%	-10%	-4	x	i	0%
CC(=O)N=c1n(C)c2ccccc2n1CCOc1ccccc1	11%	0%	u	21%	0%	-22	-6%	i	-22%
COc1ccc2[nH]c(=O)c(CN(Cc3cccs3)Cc3nnnn3Cc3ccccc3)cc2c1	-13%	-2%	-9%	u	x	-26	15%	x	-10%
Cc1ccc(Cc2c(-c3cccc(Cl)c3)nc3c(C)cc(Br)cn23)cc1	4%	0%	x	1%	13%	0	x	i	-5%
CNC(=S)/N=C(\Nc1ccc(C)cc1)c1ccccc1	1%	6%	-4%	17%	8%	x	4%	i	-4%
COc1ccc(S(=O)(=O)N2CCCC(C(=O)NCc3cccnc3)C2)cc1OC (stereo not given)	-9%	-6%	u	-16%	8%	49	4%	i	10%
Cc1ccc(-c2nc(CN(C)C3CCOC3)c(C)o2)s1 (stereo not given)	0%	9%	-6%	11%	0%[11.3 µM]	27	-3%	i	3%
Cc1cc(C)cc(N2C(=O)CC(Sc3ncn[nH]3)C2=O)c1 (stereo not given)	-8%	0%	u	-2%	-11%	-3	3%	i	6%
COCCS(=O)(=O)N(Cc1ccc(Br)cc1)[C@@H](C)C(=O)OC	-1%	0%	5%	-3%	-20%	-10	-7%	i	0%
COc1ccc(C[C@H]2CN3C(=NC[C@@H]3Cc3ccc(O)cc3)N2C[C@H](C)NC(=O)CCC2CCCCC2)cc1	-12%	1%	13%[9.22 µM]	-24%	u	0	15%	u	-2%
CN=C1c2cc3cc(OC)ccc3n2CCN1C	-3%	-21%	-2%	-19%	-21%	13	1%	i	6%
COc1ccc(CCC(C)NC(=O)CCc2ccccc2)c(OC)c1 (stereo not given)	-15%	8%	4%	-23%	8%	-5	u	i	1%
CCOc1ccccc1OCC(=O)OCC(=O)c1c(N)n(CC(C)C)c(=O)n(C)c1=O	-15%	-1%	-6%	-18%	x	6	-9%	u	2%
COc1ccc(/C(N)=N/OC(=O)CN(C)S(=O)(=O)c2ccc(C)cc2)cc1	-2%	-12%	-4%	-6%	x	37	17%	u	-11%
Cc1nc(-c2ccncc2)nc(NCCNc2ccc(C(F)(F)F)cn2)c1Cl	-19%	-8%	-11%	u	23%	8	-1%	i	0%
CC1(C(=O)Nc2ccc3c(c2)OCCO3)CN(S(C)(=O)=O)CC(=O)N1CC(F)(F)F (stereo not given)	7%	-12%	x	6%	x	24	x	x	-4%

Some of these compounds in order of number of heavy atoms, ascending.
SMILES	HT1080-NT tox	KB-3-1 tox	SW480 rerep	HT1080 IDH1KD tx	ATXN2 expr inh	IL1B secr inh	MCF10A rerep	S2 tox	KB-V1 MDR tox
Cc1ccc(-c2nc(CN(C)C3CCOC3)c(C)o2)s1 (stereo not given)	0%	9%	-6%	11%	0%[11.3 µM]	27	-3%	i	3%
CC(=O)N=c1n(C)c2ccccc2n1CCOc1ccccc1	11%	0%	u	21%	0%	-22	-6%	i	-22%
Cc1ccc(Cc2c(-c3cccc(Cl)c3)nc3c(C)cc(Br)cn23)cc1	4%	0%	x	1%	13%	0	x	i	-5%
COc1ccc(/C(N)=N/OC(=O)CN(C)S(=O)(=O)c2ccc(C)cc2)cc1	-2%	-12%	-4%	-6%	x	37	17%	u	-11%
Cc1cn([C@H](C(=O)NCCCCCCCCCCC(=O)N2CCNCC2)[C@@H](C)O)nn1	4%	-22%	19%	u	-20%	-12	u	i	-21%
COc1ccc(NC(=O)CCCn2c(=O)c3sccc3n(Cc3ccc(C)cc3)c2=O)cc1	-12%	-13%	-2%	-21%	-23%	-1	u	i	-30%
COc1ccc(C[C@H]2CN3C(=NC[C@@H]3Cc3ccc(O)cc3)N2C[C@H](C)NC(=O)CCC2CCCCC2)cc1	-12%	1%	13%[9.22 µM]	-24%	u	0	15%	u	-2%

(next part)
SMILES	HT1080-NT tox	KB-3-1 tox	SW480 rerep	HT1080 IDH1KD tx	ATXN2 expr inh	IL1B secr inh	MCF10A rerep	S2 tox	KB-V1 MDR tox
Cc1ccccc1NC(=O)C(=O)c1cn(C)c2ccccc12	20%	-15%	-13%	20%	7%	49	-3%	i	-11%
COc1ccc(NC(=O)N(C)C[C@H]2Oc3ccc(NC(=O)C4CC4)cc3C(=O)N([C@H](C)CO)C[C@@H]2C)cc1	0%	0%	-2%	7%	1%	31	36%	i	0%
Cc1nc(N2CCCCC2C)c2c(C)c(C(=O)Nc3cccc(C(F)(F)F)c3)sc2n1 (stereo not given)	4%	-6%	27%	6%	3%[11.3 µM]	-73*	18µM*	i	u
COc1ccc(C(=O)c2ccc(OC)c(OC)c2)cc1OC	0%	-7%	6%	-7%	-8%	0	12%	u	-5%
Nc1c(Cl)cnc(C(Cl)(Cl)Cl)c1Cl	-28%	-7%	-2%	-8%	-11%	48	8%	i	-10%
Cn1c(=O)c2c(SCC(N)=O)nc(CC(C)(C)C)nc2n(C)c1=O	-2%	0%	-6%	-2%	1%	6	13%	i	-9%
CCCc1nc(NCc2ccccn2)c2nnn(Cc3ccccc3F)c2n1	5%	u	-46%[inhibitor]	2%	-14%	-9	0%	i	2.9µM*
CN(C(=O)CN1C(=O)/C(=C/c2ccc(Cl)cc2)SC1=S)C1CCS(=O)(=O)C1 (stereo not given)	-3%	13%	-19%	10%	30%[activator]	-5	u	i	u
Cc1ccccc1Cn1c(=O)[nH]c2ccccc21	6%	-8%	-5%	1%	-12%	34	0%	i	6%
CC(CN1CCCCC1)OC(=O)c1cccc(F)c1 (stereo not given)	u	-3%	2%	21%	15%	-1	12%	i	3%
COc1cc2nc(NC(=O)c3ccccc3)[nH]c(=O)c2cc1OC	-9%	-9%	-5%	-13%	-17%	u	1%	i	0%
O=[N+]([O-])c1ccc(N2CCN(c3ccccc3O)CC2)c(Cl)c1	-20%	0%	10%	-25%	18%	u	14%	i	u
CCn1c(CNC(=O)Cc2ccc(OC)cc2)nnc1SCCOc1ccccc1	1%	5%	0%	-1%	-7%	u	-1%	i	-28%
CC1CCCC(NC(=O)C2CCN(S(=O)(=O)N3CCCCC3)CC2)C1C (stereo not given)	10%	-4%	-1%	10%	-17%	2	26%	i	-17%
CCC(C(=O)NCc1ccco1)N(C(=O)CNS(=O)(=O)c1ccc(C)cc1)c1ccccc1F (stereo not given)	-2%	14%	-8%	0%	6%	-3	-2%	i	-17%
Cc1ccc(S(=O)(=O)N2CCN(CC(=O)Nc3ccccc3Cl)CC2)cc1	13%	-7%	-13%	10%	-9%	6	-5%	i	u
S=C(NCc1ccc2c(c1)OCO2)NCc1ccco1	-18%	4%	4%	-6%	-23%	0	1%	u	6%
Cc1cc(C(=O)CN2C(=O)NC3(CCCc4ccccc43)C2=O)c(C)n1Cc1ccccc1 (stereo not given)	-9%	-10%	-2%	-22%	21%	2	3%	i	10%
CN1CCN(C(=O)c2cc3c(c(-c4cccc(-c5cc6ccccc6o5)c4)n2)[C@@H](CCO)N(S(=O)C(C)(C)C)C3)CC1 (stereo not given in full)	-26%	0%	x	-21%	-14%	-21	x	u	25%
O=C(NNC(=O)c1ccc2ccccc2c1)c1cccc(Cl)c1	0%	-7%	8%	0%	8%	2	6%	u	0%
CCn1cc(C(=O)N(C)Cc2ccc(OC(F)F)cc2)c(=O)c2ccc(C)nc21	3%	-1%	13%	-1%	x	4	-5%	x	-3%
CC1CCC2C(=O)N(c3ccc(NC4CCCCC4)c([N+](=O)[O-])c3)C(=O)C2C1 (stereo not given)	-12%	-4%	-1%	-11%	2%	-4	11%	i	3%
COC(=O)c1ccc(COC(=O)c2ccccc2OC)cc1	-2%	4%	2%	0%	x	-19	14%	i	-6%
